TROY signal inh – inhibitors of TROY-dependent NF-kB signaling. Q293 LMP1-TROYcd NF-kB luciferase reporter, 4 h. inhibition, % at 10 µM. 360,000 compounds, 0.98% hits;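 active = compounds whose plate-normalised and pattern-corrected inhibition of the luciferase reporter signal at the single screening dose is 50% or more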
CF NFkB block – inhibitors of cystic fibrosis induced NF-kB; 360,000 compounds, 0.86% hits; inhibition, % at 5 µM; KKLEB NF-kB-GFP reporter, PAF-induced, GFP fluorescence overnight;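 active = at least 50% inhibition at 5 µM, scaled per plate between neutral and stimulator controls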;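 also: PAF is a Pseudomonas aeruginosa culture filtrate used as stimulus; plate controls were PAF-stimulated DMSO wells for no effect and unstimulated DMSO wells for full effect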
TRAIL sens C8 – sensitizes caspase-8 expressing cells to TRAIL. NB7+C8 cells + TRAIL, ATPlite viability luminescence. inhibition (viability loss, TRAIL sensitization), % at 10 µM. 360,000 compounds, 1% hits. AID 624354;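 active = compounds causing at least 50% loss of cell viability in the single-dose screen, relative to plate controls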
TWEAK Fn14 block – blocks TWEAK-Fn14 interaction in a reporter cell assay; TWEAK-stimulated Fn14 reporter cells, luciferase luminescence, 8 h; inhibition, % at 10 µM; 360,000 compounds, 2% hits; AID 1159606; in the data active = inhibition above about 50%
NCOA2 inhibitor – inhibits human steroid receptor coactivator 2 | inhibition, % at 9 µM | HEK293 GAL4-SRC2 luciferase reporter, luminescence | 370,000 compounds, 0.17% hits | AID 651957 | Q15596;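 active = inhibition above the mean inhibition of all tested compounds plus 3 SD, set per campaign, cut at about 52% in these data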;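 also: 0% = DMSO treated cells and 100% = cells given Gossypol at 36 µM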
Target sequence (Q15596 whole entry, looked up, the tested form may be a part): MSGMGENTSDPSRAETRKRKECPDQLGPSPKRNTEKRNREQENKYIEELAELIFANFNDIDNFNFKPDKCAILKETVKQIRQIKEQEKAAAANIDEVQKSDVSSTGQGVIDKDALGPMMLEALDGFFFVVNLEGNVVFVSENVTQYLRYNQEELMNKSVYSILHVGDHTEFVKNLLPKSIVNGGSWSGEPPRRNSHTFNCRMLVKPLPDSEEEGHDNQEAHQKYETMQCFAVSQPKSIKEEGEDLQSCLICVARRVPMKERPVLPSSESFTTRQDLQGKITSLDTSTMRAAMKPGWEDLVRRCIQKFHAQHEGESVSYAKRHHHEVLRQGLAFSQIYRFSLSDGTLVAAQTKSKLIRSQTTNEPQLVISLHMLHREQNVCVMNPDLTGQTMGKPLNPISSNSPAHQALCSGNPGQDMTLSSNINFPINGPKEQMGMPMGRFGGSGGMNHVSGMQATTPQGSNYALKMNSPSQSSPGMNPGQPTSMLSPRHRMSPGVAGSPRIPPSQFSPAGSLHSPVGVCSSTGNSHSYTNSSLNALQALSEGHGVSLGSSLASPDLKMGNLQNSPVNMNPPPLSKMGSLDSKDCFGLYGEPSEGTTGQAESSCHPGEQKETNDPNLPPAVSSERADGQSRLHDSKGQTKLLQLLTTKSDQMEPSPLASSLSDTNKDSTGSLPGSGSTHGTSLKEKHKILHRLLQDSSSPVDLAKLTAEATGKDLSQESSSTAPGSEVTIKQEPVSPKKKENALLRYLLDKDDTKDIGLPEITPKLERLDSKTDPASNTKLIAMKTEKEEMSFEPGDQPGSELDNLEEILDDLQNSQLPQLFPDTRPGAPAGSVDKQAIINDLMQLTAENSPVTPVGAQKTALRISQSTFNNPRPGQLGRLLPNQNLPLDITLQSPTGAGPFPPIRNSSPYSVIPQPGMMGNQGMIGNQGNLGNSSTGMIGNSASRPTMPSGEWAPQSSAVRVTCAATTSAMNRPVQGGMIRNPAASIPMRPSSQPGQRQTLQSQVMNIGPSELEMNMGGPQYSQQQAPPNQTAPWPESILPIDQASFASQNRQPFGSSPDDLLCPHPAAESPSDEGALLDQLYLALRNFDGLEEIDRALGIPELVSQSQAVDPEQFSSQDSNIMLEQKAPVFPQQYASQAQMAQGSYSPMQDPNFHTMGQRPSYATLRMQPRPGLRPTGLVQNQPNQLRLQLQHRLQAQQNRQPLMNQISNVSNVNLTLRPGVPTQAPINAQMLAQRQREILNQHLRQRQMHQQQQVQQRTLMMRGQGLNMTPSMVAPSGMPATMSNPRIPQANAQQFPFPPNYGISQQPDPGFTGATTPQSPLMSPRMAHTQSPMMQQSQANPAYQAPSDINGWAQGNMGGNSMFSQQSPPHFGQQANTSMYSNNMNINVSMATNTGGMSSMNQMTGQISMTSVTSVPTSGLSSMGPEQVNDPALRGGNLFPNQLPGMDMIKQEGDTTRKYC
NCOA3 inh – inhibits human SRC3 coactivator; inhibition, % at 3.6 µM; AID 588352; 360,000 compounds, 0.17% hits; HEK293 GAL4-SRC3 luciferase reporter, luminescence;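 active = inhibition above a per-campaign cutoff, the mean of all compounds plus 3 SD, cut at about 60% in these data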;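 also: 0% = DMSO-treated cells and 100% = gossypol-treated cells at 36 µM; higher means less SRC3-driven luciferase light from the GAL4 reporter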
LMP1 NFkB inh – Epstein-Barr LMP1 NF-kappaB reporter inhibition | LMP1-induced NF-kappaB luciferase reporter cells, luminescence | inhibition, % at 12.5 µM | 350,000 compounds, 0.69% hits | AID 504558; in the data active = inhibition above about 41%;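 also: 0% = neutral control wells and 100% = reference inhibitor control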
NR5A2 inv ag – suppresses constitutive activity of human LRH-1 | O00482 | 360,000 compounds, 0.13% hits | HEK293T StAR-luciferase reporter, LRH-1 transfected, 24 h | inhibition, % at 3.6 µM;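 active = inhibition above the mean inhibition of all tested compounds plus 3 SD, cut at about 73% in these data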;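 also: 0% = DMSO wells and 100% = reporter-only cells lacking LRH-1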
COUP-TFII inh – NR2F2 (human) inhibition, primary screen; P24468; HEK293T NGFI-A luciferase reporter, luminescence; inhibition, % at 8.6 µM; 370,000 compounds, 0.7% hits;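 active = inhibition above a per-plate cutoff, mean inhibition of test wells between control levels plus 3 SD, cut at about 38% in these data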;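 also: cells cotransfected with COUP-TFII expression vector driving the NGFI-A reporter; 0% = median of COUP-TF2 test wells and 100% = reporter-only cells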
NCOA1 inh – inhibits human SRC1 coactivator | HEK293 GAL4-SRC1 luciferase reporter, luminescence | inhibition, % at 3.6 µM | 360,000 compounds, 0.12% hits;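 active = inhibition above the campaign mean plus 3 SD, with each screening campaign given its own cutoff, cut at about 60% in these data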;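 also: 0% = DMSO treated cells and 100% = gossypol at 36 µM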
KKLEB cytotox – counter-screen for CF NF-kB inhibitors: cytotoxicity; activity change (cytotoxicity), % at 5 µM; AID 602141; KKLEB CF airway cells viability, ATPlite luminescence, overnight; stronger effect = lower value; cells stimulated with P. aeruginosa culture filtrate; 360,000 compounds, 0.36% hits;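 active = corrected activity change at or below -50% at 5 µM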
* hit, by the source's call. Compounds were not picked by outcome. Share with any hit: about 4.2%.

Results for Cc1ccc(N2C(=O)CC(Sc3nccc(C)n3)C2=O)cc1 (stereo unspecified) ?
TROY signal inh: -14; CF NFkB block: -7; TRAIL sens C8: -5; TWEAK Fn14 block: 7; NCOA2 inhibitor: 6; NCOA3 inh: -36; LMP1 NFkB inh: 12; NR5A2 inv ag: 7; COUP-TFII inh: 15; NCOA1 inh: 7; KKLEB cytotox: 13

How did O=C(COC(=O)c1cccc(F)c1)NC1CC1 do in these assays?
TROY signal inh: 18; CF NFkB block: 8; TRAIL sens C8: -7; TWEAK Fn14 block: 21; NCOA2 inhibitor: -13; NCOA3 inh: -7; LMP1 NFkB inh: 4; NR5A2 inv ag: 9; COUP-TFII inh: 8; NCOA1 inh: -10; KKLEB cytotox: -2

What do the screens show for `CC(OC(=O)c1ccc(S(=O)(=O)N2CCCCC2)cc1)C(=O)Nc1ccc(C(N)=O)cc1` (stereo unspecified)?
TROY signal inh: 1; CF NFkB block: -12; TRAIL sens C8: 7; TWEAK Fn14 block: -11; NCOA2 inhibitor: 9; NCOA3 inh: -26; LMP1 NFkB inh: 1; NR5A2 inv ag: 9; COUP-TFII inh: 20; NCOA1 inh: 2; KKLEB cytotox: -3

Results for COc1ccc(C(=O)COC(=O)C(CCSC)NC(=O)COc2ccccc2)cc1 (stereo unspecified) ?
TROY signal inh: -17; CF NFkB block: 16; TRAIL sens C8: -10; TWEAK Fn14 block: 6; NCOA2 inhibitor: 17; NCOA3 inh: -6; LMP1 NFkB inh: -8; NR5A2 inv ag: -5; COUP-TFII inh: -7; NCOA1 inh: -6; KKLEB cytotox: 2

What do the screens show for `Cc1ccc(NC(=O)NCCN2CCN(C(=O)Nc3ccc(C)cc3)CC2)cc1`?
TROY signal inh: 6; CF NFkB block: -4; TRAIL sens C8: -10; TWEAK Fn14 block: -4; NCOA2 inhibitor: -8; NCOA3 inh: -3; LMP1 NFkB inh: -5; NR5A2 inv ag: -4; COUP-TFII inh: 9; NCOA1 inh: -2; KKLEB cytotox: -6

How did CCOC(=O)c1c(NC(=O)CN2CCCc3ccccc32)sc(C(C)=O)c1C do in these assays?
TROY signal inh: 3; CF NFkB block: -25; TRAIL sens C8: -6; TWEAK Fn14 block: 12; NCOA2 inhibitor: 1; NCOA3 inh: -5; LMP1 NFkB inh: 0; NR5A2 inv ag: -15; COUP-TFII inh: -3; NCOA1 inh: 5; KKLEB cytotox: 16

How did COc1cc(/C=N/NC(=S)NCCN2CCOCC2)cc(OC)c1O do in these assays?
TROY signal inh: 12; CF NFkB block: -2; TRAIL sens C8: -27; TWEAK Fn14 block: 17; NCOA2 inhibitor: -22; NCOA3 inh: -7; LMP1 NFkB inh: 0; NR5A2 inv ag: 11; COUP-TFII inh: -17; NCOA1 inh: -17; KKLEB cytotox: 3

Results for COc1ccc(Oc2c(-c3ccc(O)cc3O)n[nH]c2C)cc1 ?
TROY signal inh: 7; CF NFkB block: 3; TRAIL sens C8: -31; TWEAK Fn14 block: -5; NCOA2 inhibitor: -12; NCOA3 inh: 9; LMP1 NFkB inh: 3; NR5A2 inv ag: 13; COUP-TFII inh: 14; NCOA1 inh: 3; KKLEB cytotox: -3

How did CCOc1ccccc1C(=O)OCC(=O)NCC1CCCCC1 do in these assays?
TROY signal inh: -33; CF NFkB block: -37; TRAIL sens C8: 2; TWEAK Fn14 block: -12; NCOA2 inhibitor: -24; NCOA3 inh: 11; LMP1 NFkB inh: -4; NR5A2 inv ag: 11; COUP-TFII inh: -6; NCOA1 inh: 4; KKLEB cytotox: 14

How did COC(=O)c1ccc(CN2C(=O)NC(Cc3c[nH]c4ccccc34)C2=O)cc1 (stereo unspecified) do in these assays?
TROY signal inh: -28; CF NFkB block: 1; TRAIL sens C8: -3; TWEAK Fn14 block: -2; NCOA2 inhibitor: -9; NCOA3 inh: -59; LMP1 NFkB inh: -22; NR5A2 inv ag: -29; COUP-TFII inh: -17; NCOA1 inh: -32; KKLEB cytotox: 2

How did O=C(Nc1ccccc1N1CCCCC1)c1ccc(Cl)c([N+](=O)[O-])c1 do in these assays?
TROY signal inh: -11; CF NFkB block: -2; TRAIL sens C8: -8; TWEAK Fn14 block: -18; NCOA2 inhibitor: -13; NCOA3 inh: 15; LMP1 NFkB inh: 0; NR5A2 inv ag: -14; COUP-TFII inh: 19; NCOA1 inh: 7; KKLEB cytotox: 0

How did CCc1nc2c(OCc3ccc(C#N)cc3)cccn2c1N(C)C(=O)c1ccc(C)cc1 do in these assays?
TROY signal inh: -9; CF NFkB block: -31; TRAIL sens C8: 0; TWEAK Fn14 block: -9; NCOA2 inhibitor: 5; NCOA3 inh: 9; NR5A2 inv ag: 11; COUP-TFII inh: 10; NCOA1 inh: 12; KKLEB cytotox: 0

How did CCCCNc1c2c3c(cccc3n(C)c1=O)C(=O)c1ccccc1-2 do in these assays?
TROY signal inh: 21; CF NFkB block: -103; TRAIL sens C8: 6; TWEAK Fn14 block: 27; NCOA3 inh: -19; LMP1 NFkB inh: 2; NR5A2 inv ag: 1; NCOA1 inh: 16; KKLEB cytotox: -26

How did CC(=O)c1ccc(OCC(=O)Nc2cccc(C(=O)Nc3c(C)n(C)n(-c4ccccc4)c3=O)c2)cc1 do in these assays?
TROY signal inh: 20; CF NFkB block: 17; TRAIL sens C8: 2; TWEAK Fn14 block: 1; NCOA2 inhibitor: -1; NCOA3 inh: 6; LMP1 NFkB inh: 2; NR5A2 inv ag: -16; COUP-TFII inh: -5; NCOA1 inh: -7; KKLEB cytotox: 4

What do the screens show for `O=C(NCCc1c[nH]c2ccccc12)c1cc([N+](=O)[O-])cc([N+](=O)[O-])c1`?
TROY signal inh: -9; CF NFkB block: -20; TRAIL sens C8: -4; TWEAK Fn14 block: -5; NCOA2 inhibitor: 14; NCOA3 inh: 12; LMP1 NFkB inh: 5; NR5A2 inv ag: 10; COUP-TFII inh: 12; NCOA1 inh: 2; KKLEB cytotox: 7

How did O=S(=O)(NCc1ccccc1)c1cccc2cccnc12 do in these assays?
TROY signal inh: -6; CF NFkB block: 4; TRAIL sens C8: -2; TWEAK Fn14 block: -9; NCOA2 inhibitor: 1; NCOA3 inh: -10; LMP1 NFkB inh: 16; NR5A2 inv ag: -24; COUP-TFII inh: -5; NCOA1 inh: 7; KKLEB cytotox: 5

What do the screens show for `CC(C)CN1CCN=C1N(C)C`?
TROY signal inh: -17; CF NFkB block: 3; TRAIL sens C8: 7; TWEAK Fn14 block: 10; NCOA2 inhibitor: -20; NCOA3 inh: -16; LMP1 NFkB inh: 3; NR5A2 inv ag: 14; COUP-TFII inh: -5; NCOA1 inh: -7; KKLEB cytotox: -6

What do the screens show for `COc1ccc(CN2CCC(Cc3ccccc3)CC2)c(C)c1C`?
TROY signal inh: 6; CF NFkB block: 4; TRAIL sens C8: 9; TWEAK Fn14 block: -1; NCOA2 inhibitor: -17; NCOA3 inh: 10; LMP1 NFkB inh: 7; NR5A2 inv ag: 11; COUP-TFII inh: 19; NCOA1 inh: -22; KKLEB cytotox: 7

Results for Cc1ccc(-c2nnc(NC3CCCC3)s2)cc1 ?
TROY signal inh: -27; CF NFkB block: -13; TRAIL sens C8: 33; TWEAK Fn14 block: 9; NCOA2 inhibitor: -31; NCOA3 inh: -89; LMP1 NFkB inh: -24; NR5A2 inv ag: -155; COUP-TFII inh: -40; NCOA1 inh: -192; KKLEB cytotox: 1

What do the screens show for `CCn1c(=O)c(=O)[nH]c2cc(C(=O)Nc3ccc(S(=O)(=O)N4CCCC4)cc3)ccc21`?
TROY signal inh: -5; CF NFkB block: -4; TRAIL sens C8: -21; TWEAK Fn14 block: 11; NCOA2 inhibitor: 3; NCOA3 inh: 15; LMP1 NFkB inh: -2; NR5A2 inv ag: 19; COUP-TFII inh: 21; NCOA1 inh: -6; KKLEB cytotox: 3

Results for O=C(NC(=O)N1CCN(c2ccc(F)cc2)CC1)c1ccccc1 ?
TROY signal inh: -9; CF NFkB block: 6; TRAIL sens C8: -14; TWEAK Fn14 block: 9; NCOA2 inhibitor: -4; NCOA3 inh: 1; LMP1 NFkB inh: -9; NR5A2 inv ag: 12; COUP-TFII inh: -3; NCOA1 inh: -34; KKLEB cytotox: -25

What do the screens show for `Cc1c(Cl)c(C(F)F)nn1CC(=O)NC1C(=O)N2C(C(=O)O)=C(CSc3nnnn3C)CSC12` (stereo unspecified)?
TROY signal inh: -12; CF NFkB block: -4; TRAIL sens C8: -2; TWEAK Fn14 block: -3; NCOA2 inhibitor: -4; NCOA3 inh: 19; LMP1 NFkB inh: -7; NR5A2 inv ag: 2; COUP-TFII inh: 27; NCOA1 inh: -2; KKLEB cytotox: 12

Results for CC(C)Cc1n[nH]c(=O)[nH]1 ?
TROY signal inh: 12; CF NFkB block: -2; TRAIL sens C8: 2; TWEAK Fn14 block: -3; NCOA2 inhibitor: -26; NCOA3 inh: 8; LMP1 NFkB inh: -3; NR5A2 inv ag: 5; COUP-TFII inh: 11; NCOA1 inh: -9; KKLEB cytotox: 3

How did CC1Cc2ccccc2N1C(=O)COC(=O)c1ccc(Cl)nc1 (stereo unspecified) do in these assays?
TROY signal inh: -1; CF NFkB block: -18; TRAIL sens C8: -8; TWEAK Fn14 block: -12; NCOA2 inhibitor: 6; NCOA3 inh: 8; LMP1 NFkB inh: 2; NR5A2 inv ag: -11; COUP-TFII inh: -3; NCOA1 inh: 3; KKLEB cytotox: 2

What do the screens show for `c1cncc(-c2nnc(-c3cccnc3)nn2)c1`?
TROY signal inh: -31; CF NFkB block: 26; TRAIL sens C8: -11; TWEAK Fn14 block: -2; NCOA2 inhibitor: -22; NCOA3 inh: -25; LMP1 NFkB inh: 1; NR5A2 inv ag: -34; COUP-TFII inh: -27; NCOA1 inh: -18; KKLEB cytotox: -2

Random excerpt: 3 records from the list.
What do the screens show for `CC(OC(=O)c1ccc(S(=O)(=O)N2CCCCC2)cc1)C(=O)Nc1ccc(C(N)=O)cc1` (stereo unspecified)?
TROY signal inh: 1; CF NFkB block: -12; TRAIL sens C8: 7; TWEAK Fn14 block: -11; NCOA2 inhibitor: 9; NCOA3 inh: -26; LMP1 NFkB inh: 1; NR5A2 inv ag: 9; COUP-TFII inh: 20; NCOA1 inh: 2; KKLEB cytotox: -3

How did CC(=O)c1ccc(OCC(=O)Nc2cccc(C(=O)Nc3c(C)n(C)n(-c4ccccc4)c3=O)c2)cc1 do in these assays?
TROY signal inh: 20; CF NFkB block: 17; TRAIL sens C8: 2; TWEAK Fn14 block: 1; NCOA2 inhibitor: -1; NCOA3 inh: 6; LMP1 NFkB inh: 2; NR5A2 inv ag: -16; COUP-TFII inh: -5; NCOA1 inh: -7; KKLEB cytotox: 4

How did O=C(COC(=O)c1cccc(F)c1)NC1CC1 do in these assays?
TROY signal inh: 18; CF NFkB block: 8; TRAIL sens C8: -7; TWEAK Fn14 block: 21; NCOA2 inhibitor: -13; NCOA3 inh: -7; LMP1 NFkB inh: 4; NR5A2 inv ag: 9; COUP-TFII inh: 8; NCOA1 inh: -10; KKLEB cytotox: -2
